SSB-PriA inh = inhibitors of Klebsiella pneumoniae PriA binding to SSB C-terminal tail, primary screen, biochemical, AlphaScreen. 0.6% of 430,000 active. AlphaScreen SSBct-PriA binding, biotinylated peptide. inhibition, % at 33 µM. PriA–SSB C-terminal tail interaction (Klebsiella pneumoniae); in the data active = inhibition mostly above about 37%, no sharp cut-off; inactive = mostly below about 20%;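 also: plate controls were negative control peptide for no effect and reference peptide for full effect; strong numbers were not always called active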
An asterisk follows results filed as active; & = joins results of further samples.

Start of the data: the first 6 records (preview)
SMILES | SSB-PriA inh
COc1ccc(CNC(=O)CSc2nccn3nc(-c4ccc(Cl)cc4)cc23)cc1OC | -9&0
CCn1ccc(C(=O)Nc2sccc2C#N)n1 | -13
O=C(CNc1ccc2c(c1)OCO2)NN=Cc1ccccc1Cl | 8
COc1cc2ccccc2cc1C(=O)Nc1ccc(-c2nc3ccc(C)cc3s2)cc1 | -7
CN(C)c1cc(N)c2c(n1)CCC2 | -12
CCOc1ccccc1NC(=O)Cc1cc(=O)[nH]c(SCc2cccc(OC)c2)n1 | 4

The whole of this part, from the start:
SMILES | SSB-PriA inh
COc1ccc(CNC(=O)CSc2nccn3nc(-c4ccc(Cl)cc4)cc23)cc1OC | -9&0
CCn1ccc(C(=O)Nc2sccc2C#N)n1 | -13
O=C(CNc1ccc2c(c1)OCO2)NN=Cc1ccccc1Cl | 8
COc1cc2ccccc2cc1C(=O)Nc1ccc(-c2nc3ccc(C)cc3s2)cc1 | -7
CN(C)c1cc(N)c2c(n1)CCC2 | -12
CCOc1ccccc1NC(=O)Cc1cc(=O)[nH]c(SCc2cccc(OC)c2)n1 | 4
COc1cc(C=NNC(=O)C(=O)NCc2ccco2)cc(Br)c1O | -4
CCOC(=O)C(C#N)=C1C=CNC(=O)N1 | 2
C=CCn1c(SCCCN2C(=O)c3ccccc3C2=O)nnc1-c1nnc(SCCCN2C(=O)c3ccccc3C2=O)n1CC=C | -5&-5
Cc1cc(C)c(S(=O)(=O)N2CCCCC2)c(C)c1[N+](=O)[O-] | 6
NCCn1nc(-n2cncn2)ccc1=O | -7
O=C(c1cnccn1)N1CCN(CC(O)c2ccco2)CC1 (stereo not drawn) | -2
Cc1cccc(C=NNC(=O)c2cccc(Cl)c2)n1 | -15
O=C(CCc1csc(NC(=O)Nc2ccccc2)n1)NCc1cccs1 | -8&3
COc1ccc(-n2c(O)c(C=NNS(=O)(=O)c3cccc([N+](=O)[O-])c3)c3ccccc3c2=O)cc1OC | 2

Rewritten as a markdown table: part of the list above
| SMILES | SSB-PriA inh |
| --- | --- |
| CCOc1ccccc1NC(=O)Cc1cc(=O)[nH]c(SCc2cccc(OC)c2)n1 | 4 |
| COc1cc(C=NNC(=O)C(=O)NCc2ccco2)cc(Br)c1O | -4 |
| CCOC(=O)C(C#N)=C1C=CNC(=O)N1 | 2 |

The listing continues:
SMILES | SSB-PriA inh
COCCN(Cc1ccoc1)C(=O)Nc1ccc(Cl)c(Cl)c1 | -1
CCOCC(=O)N(Cc1cc(C2CC2)n(C)n1)Cc1ccco1 | -2
N#CCCN(CCC#N)S(=O)(=O)c1ccc(C(=O)Nc2nc(-c3ccccn3)cs2)cc1 | -4
COCCCN1C(=O)C(=O)C(=C(O)c2ccc(OC)cc2)C12C(=O)N(C)c1ccccc12 (stereo not drawn) | -3
O=C(Nc1ccc(F)cc1)Nc1nc(C(=O)N2CCN(c3ccc(F)cc3)CC2)cs1 | -6
CO[C@@H](CNC(=O)c1ccc(Br)o1)c1ccsc1 | -17
COc1cccc(-c2nnc(NC(=O)Cc3cc(C)ccc3C)o2)c1 | 13
CS(=O)(=O)c1ccc(CCC(=O)NCC2(c3cccs3)CCOCC2)cc1 | -10
O=C(O)COc1ccccc1C=NNC(=O)Cc1csc(Nc2cccc(C(F)(F)F)c2)n1 | -3
CSc1nc(=O)cc(N)n1-c1cccc(C(F)(F)F)c1 | -6
O=C(c1cc2ccccc2s1)N(Cc1ccoc1)Cc1cccs1 | -41
COC(CNC(=O)N1CCNC1=O)c1ccco1 (stereo not drawn) | -1
COc1ccc(Cl)cc1S(=O)(=O)N1CCN(S(=O)(=O)c2cc(Cl)ccc2OC)CC1 | -7
Cc1ccc(-n2c(=O)[nH]c3c(C(N)=O)nc(-c4ccc(Cl)cc4Cl)nc32)cc1C | 6
COc1cc(/C=C2\SC(=O)N(CC(=O)Nc3nccs3)C2=O)cc(OC)c1OC | 5
C[N+](C)(C)CCCNC(=O)c1ccc(C=NO)nc1 | -13
Cc1cc(C)c(NC(=O)CSc2nncn2-n2cccc2)c(C)c1 | 4
COc1ccc(C(=O)ON=C(c2ccccc2)c2ccncc2)cc1 | -1
O=C(c1csc(-c2ccccc2)n1)N1CCN(c2ncccn2)CC1 | 1
COc1ccc(C(=O)c2oc3ccc(NC(=O)c4ccccc4F)cc3c2C)cc1 | -9
O=S(=O)(NCCOc1ccc2c(c1)OCO2)c1ccccc1C(F)(F)F | 4&18
COc1ccc(S(=O)(=O)Nc2ccc3c(c2)CN(C(=O)c2ccccc2)CC3)cc1F | -15
CCOC(=O)c1c(NC(=O)C(C)Sc2nc(=O)n3ccc(C)cc3n2)sc2c1CCCCC2 (stereo not drawn) | -18
COCCn1c(=N)c(S(=O)(=O)c2ccc(C)cc2)cc2c(=O)n3cc(C)ccc3nc21 | 5
COc1ccc(C)c2sc(N(Cc3ccccn3)C(=O)/C=C/c3cccc([N+](=O)[O-])c3)nc12 | 0
Cn1cccc1-c1noc(CNC(=O)C2(c3ccccc3)CC2)n1 | 7
O=C(C1CC1)N1CCN(CC(O)c2ccco2)CC1 (stereo not drawn) | -16
COc1ccc(OC)c(-c2cc(C(=O)NCc3cncc(-c4cccs4)c3)n(C)n2)c1 | 9
O=C(Cn1nc(C2CC2)n(-c2ccccc2)c1=O)Nc1cc(F)ccc1F | -13
COC(=O)c1ccccc1C(=O)N(Cc1cccnc1)c1nc2c(Cl)cccc2s1 | 19
O=C(Nc1ccccc1)Nc1ccc(N2CCCC2=O)cc1 | -12
CC(=NNC(=O)c1ccco1)c1cccnc1 | -12
COC(=O)Cn1c(=O)c2c(N3CCN(C(=O)c4ccco4)CC3)ccnc2n(C)c1=O | -3
N#CCCn1cc(/C=C/C(=O)Oc2ccccc2)c(-c2cccc([N+](=O)[O-])c2)n1 | 17
O=c1[nH]c(=S)n(-c2ccccc2)c(O)c1C=NN1CCOCC1 | -9
CCOc1ccc(NC(=O)c2oc3ccccc3c2NC(=O)c2cccc(Br)c2)cc1 | 7
O=C(COc1ccc(F)cc1)NC1CCS(=O)(=O)C1 (stereo not drawn) | 0
CC(C)(C)c1ccc(C(=O)NN=Cc2cccc(Cl)c2)cc1 | -16
CCOc1cc(-c2nnc(NC(=O)c3ccc(-c4ccccc4)cc3)o2)cc(OCC)c1OCC | -3
Cc1ccc(NCc2nnc(SC(C)C(=O)NN=Cc3ccc(C)o3)n2-c2ccccc2)cc1 (stereo not drawn) | -12
Cc1cc(C=NNC(N)=O)c(C)n1C1CCCCC1 | 0
CS(=O)(=O)NCC#CCOc1cccc(C(F)(F)F)c1 | -27
NCCc1csc2nc(-c3ccccc3F)nn12 | 25
C[C@H](Oc1ccc(Cl)cc1Cl)C(=O)NCCOc1ccc(F)cc1 | -24
O=C(COc1ccccc1)Nc1nc2c(s1)-c1cccc3cccc-2c13 | 42*
O=C(O)c1ccc(NN=Cc2cccc(C(F)(F)F)c2)cc1 | 14
Cn1cc(SCc2ccc(F)cc2)c2ccccc21 | -56
Cc1nn(-c2ccccc2)c(C)c1C=Nn1c(-c2ccccc2Br)n[nH]c1=S | 7
CC1CCc2sc(NC(=O)c3ccc(Cl)cc3Cl)c(C#N)c2C1 (stereo not drawn) | 0
CCCCc1ccc(Nc2nc(C)cc(-n3nc(C)cc3C)n2)cc1 | 7
COc1ccccc1N1CCN(c2nc3c(-c4ccccc4Cl)csc3c(=O)[nH]2)CC1 | 2
COc1ccc2c(=O)c(-c3ccccn3)coc2c1 | 1
COC(=O)N1CCC(CNC(=O)c2cc3cccc(OC)c3o2)CC1 | -5
O=C(NCC1(Sc2ccccc2)CCOCC1)C1c2ccccc2Oc2ccccc21 | 3
O=C(Nc1ccc(C(=O)Nc2nc(-c3ccccn3)cs2)cc1)NC1CC1 | 93*
O=C(CSc1nnc(NC(=O)c2ccccc2C(F)(F)F)s1)NC1CCCCC1 | 1
C=CCNC(=O)C(=O)NCC[C@H]1CCCCN1S(=O)(=O)c1cc(C)ccc1C | -18
O=C(NCC[C@H](O)c1ccsc1)c1ccco1 | 9
Cc1sc(NC(=O)c2ccc(Cl)s2)c(C#N)c1C | 5
CCCOc1cc(Nc2ccc(NC(=O)Nc3ccc(F)c(Cl)c3)cc2)nc(C)n1 | 11
Additional compounds.
SMILES | SSB-PriA inh
Fc1ccc(-n2ncc3c(N4CCN(C(c5ccccc5)c5ccccc5)CC4)ncnc32)cc1 | -4&2
O=S(=O)(c1ccc(-c2ccc(Cl)cc2)cc1)N1CCN(c2ccccc2F)CC1 | -8&-5
O=C(Nc1ccc(Br)cc1F)NC1CC(=O)N(c2ccc3c(c2)OCCO3)C1 (stereo not drawn) | -15
Cn1c(NN=Cc2ccccc2)nc2sc3c(c2c1=O)CCC3 | -8
CCOCC(=O)Nc1cc(C)nn1-c1nc(C)cc(=O)[nH]1 | 36
CCOc1ccc(-c2ccc(=O)n(CCNC(=O)Cc3cccs3)n2)cc1 | -1
Cc1cc(NC(=O)CCc2c(C)nn(-c3nc(C)c(C)c(=O)[nH]3)c2C)no1 | -4
O=C(Nc1ccc2cn[nH]c2c1)C1CN(C(=O)COc2ccccc2F)C1 | -6
O=C(/C=C/c1cccs1)Nc1nc(-c2ccc(Cl)s2)cs1 | -35
CC(C)C(=O)N1CCO[C@H](c2ccccc2)C1 | -6
O=C(NCc1nnc(SCC(=O)N2CCc3ccccc32)n1-c1ccc(Br)cc1)c1ccco1 | -1
CCOc1ccc(-c2cc(=O)n(CC(=O)NCCn3ncccc3=O)cn2)cc1 | -3
COc1ccc(C2CC(=O)N(Cc3ccc([N+](=O)[O-])cc3)c3ccccc3S2)cc1OC (stereo not drawn) | 17
O=C(NN=Cc1ccc2c(c1)OCO2)c1ccc(NC(=O)c2ccc(F)cc2)cc1 | -3
COc1cc(C=NNS(=O)(=O)c2ccccc2)ccc1OS(=O)(=O)c1ccc(C)cc1 | -13

Part of the list above in order of number of heavy atoms, rising.
SMILES | SSB-PriA inh
O=C(c1cc2ccccc2s1)N(Cc1ccoc1)Cc1cccs1 | -41
CCCCc1ccc(Nc2nc(C)cc(-n3nc(C)cc3C)n2)cc1 | 7
CCOc1ccc(-c2ccc(=O)n(CCNC(=O)Cc3cccs3)n2)cc1 | -1
C=CCn1c(SCCCN2C(=O)c3ccccc3C2=O)nnc1-c1nnc(SCCCN2C(=O)c3ccccc3C2=O)n1CC=C | -5&-5

Continued.
SMILES | SSB-PriA inh
O=C(Nc1nnc(-c2cc(Cl)sc2Cl)o1)C1=COCCO1 | -10
Cn1c(-c2ccccc2)cnc1SCC(=O)NCc1ccc(F)cc1 | -4
COc1ccc(OC)c(NC(=O)c2c[nH]c3c(Cl)cccc3c2=O)c1 | -7
CCC(CC)c1nn2c(N)c(C=C3C(C)=Nc4ccccc43)c(=O)nc2s1 | 5
Cc1sc2ncnc(SCC(=O)Nc3ccc(S(N)(=O)=O)cc3)c2c1C | -11
CN(C)C(CNS(=O)(=O)Cc1ccc(F)cc1)c1cccs1 (stereo not drawn) | 2
Cc1ccc2nc(C)c(NC(=O)Cc3ccccc3)c(=O)n2c1 | 0
Cc1ccc(Cn2cnc3c(cnn3CCNC(=O)c3ccc(C)cc3)c2=O)cc1 | 2
Cn1c(=O)c2cc(C(=O)NCCO)sc2n(C)c1=O | -15
NC(=O)CNC(=O)c1csc(-c2ccccc2)n1 | -5
O=C1CC(NC(=O)N2CCCCC2CCO)CN1c1cccc(F)c1 (stereo not drawn) | -7
Cc1n[nH]c(C)c1NC(=O)CCC(=O)O | -5
CCn1c(C)c(C(C)=O)c2cc(OCC(O)CN3CCCCC3)ccc21 (stereo not drawn) | 24
COc1ccccc1C(=O)NN=C/C(C)=C/c1ccccc1 | -7
CCc1nnc(C2CCN(C(=O)Nc3ccc(F)cc3)CC2)s1 | -1
CCCOc1ccc(Cn2c3ccccc3c3nc4ccccc4nc32)cc1 | -4
Cn1nc(-c2ccc(F)cc2)cc1C(=O)NCc1ccsc1 | -22
COc1ccc(C(=O)CSc2nc3c(cnn3-c3cccc(C)c3C)c(=O)[nH]2)cc1 | -8
Cc1ccc(C(=O)NN=C2CCCc3ccccc32)c(C)c1 | -14
O=C(CNC(=O)c1cccs1)N/N=C\c1ccc(C(F)(F)F)cc1 | 1
CCCCOc1cccc(C=NNC(=O)c2csc(C)c2C)c1 | -11
Cc1ccc(C=NNc2nc(N3CCCCC3)nc(N3CCCCC3)n2)o1 | 11
C=CCn1c(SCC(=O)N2CCN(c3nnnn3-c3ccccc3)CC2)nc2sc3c(c2c1=O)CCC3 | -9
O=C(CCSc1ccccc1)N(CCc1cccs1)Cc1ccco1 | -21
Cc1nnc(NC(=O)/C=C2\SC(=O)NC2=O)s1 | -18
CCOC(=O)c1ccc(S(=O)(=O)NCCOc2ccc(F)cc2)cc1 | -20
CC(C)C1C(C#N)=C(N)Oc2c1oc(CO)cc2=O (stereo not drawn) | 3
O=C(Cc1ccccc1)NC(Nc1ccc(Cl)cc1Cl)C(Cl)(Cl)Cl (stereo not drawn) | -30
COc1ccccc1C1=NN(C(=O)c2ccccc2C)C(c2ccco2)C1 (stereo not drawn) | 0
CC(CCc1ccccc1)NC(=O)C(=O)NCc1ccccc1Cl (stereo not drawn) | -10
CCS(=O)(=O)c1ccc(-c2nnc(NC(=O)C3CCCN(S(C)(=O)=O)C3)o2)cc1 (stereo not drawn) | -14
COc1ccc(S(=O)(=O)N(C)c2ccsc2C(=O)NCc2ccccc2C(F)(F)F)cc1 | -11
COc1cccc2cc(C(=O)N3CCN(C(=O)C4CC4c4ccc(F)cc4)CC3)oc12 (stereo not drawn) | 6
O=C(CCc1nnc2n(Cc3ccccc3)c(=O)c3ccccc3n12)NCCOc1cccc(C(F)(F)F)c1 | -21
CN1C(=O)c2ccc(NC(=O)C3CCN(S(=O)(=O)c4ccc(Cl)s4)CC3)cc2C1=O | 6
O=C(NCCn1nc(-c2cccs2)ccc1=O)c1ccc(Cl)cc1Cl | 1
Cn1cnc(S(=O)(=O)NC[C@@](O)(c2ccccc2)C(F)(F)F)c1 | 7
Cc1nc(CSCC(=O)Nc2cccc(Cl)c2)cs1 | -7
COCCN(Cc1ccoc1)C(=O)CN1C(=O)CCC1=O | -10

Compound activity: PubChem, Small Molecule Screening Facility, UW Madison

These rows are one share of the data, so the mix of outcomes need not match the whole.
